NOD2-RIPK2 inh = NOD2-RIPK2 binding disruptors in cells, primary screen, fluorescence, CHO cells, BLA complementation; Receptor-interacting serine/threonine-protein kinase 2 (Homo sapiens), O43353; CCF4 ratio; inhibition, % at 4.98 µM; actives 0.38% (n = 360,000); in the data active = inhibition above about 21%;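 also: 0% = vehicle only and 100% = reference blocker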
EBV LMP1 NFkB = EBV LMP1-driven NF-kappaB luciferase reporter inhibitors, primary screen, cell-based, luminescence, single point | LMP1-induced NF-kappaB luciferase reporter cells | inhibition, % at 12.5 µM | actives 0.69% (n = 350,000); in the data active = inhibition above about 41%;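 also: 0% = neutral control wells and 100% = reference inhibitor control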
TLR9-MyD88 inh = inhibitors of TLR9-MyD88 association in cells, primary screen, cell-based, CHO, BLA complementation, fluorescence; Toll-like receptor 9 (Homo sapiens) + Myeloid differentiation primary response protein …; CCF4 FRET ratio; inhibition, % at 4.98 µM; actives 0.21% (n = 340,000);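 active = inhibition above the mean over all tested compounds plus 3 SD, cut at about 21% in these data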;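 also: 0% = DMSO only wells and 100% = clavulanate BLA inhibitor control wells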
Target sequence (Q99836 whole entry, looked up): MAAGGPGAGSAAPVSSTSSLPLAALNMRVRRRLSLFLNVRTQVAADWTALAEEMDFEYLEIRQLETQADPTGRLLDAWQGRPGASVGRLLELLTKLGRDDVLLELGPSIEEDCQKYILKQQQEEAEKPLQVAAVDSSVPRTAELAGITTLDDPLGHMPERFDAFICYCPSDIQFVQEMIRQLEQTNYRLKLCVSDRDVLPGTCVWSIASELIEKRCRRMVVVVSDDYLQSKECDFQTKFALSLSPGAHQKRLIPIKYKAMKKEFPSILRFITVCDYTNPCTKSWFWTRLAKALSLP
Target sequence (Q9NR96 whole entry, looked up): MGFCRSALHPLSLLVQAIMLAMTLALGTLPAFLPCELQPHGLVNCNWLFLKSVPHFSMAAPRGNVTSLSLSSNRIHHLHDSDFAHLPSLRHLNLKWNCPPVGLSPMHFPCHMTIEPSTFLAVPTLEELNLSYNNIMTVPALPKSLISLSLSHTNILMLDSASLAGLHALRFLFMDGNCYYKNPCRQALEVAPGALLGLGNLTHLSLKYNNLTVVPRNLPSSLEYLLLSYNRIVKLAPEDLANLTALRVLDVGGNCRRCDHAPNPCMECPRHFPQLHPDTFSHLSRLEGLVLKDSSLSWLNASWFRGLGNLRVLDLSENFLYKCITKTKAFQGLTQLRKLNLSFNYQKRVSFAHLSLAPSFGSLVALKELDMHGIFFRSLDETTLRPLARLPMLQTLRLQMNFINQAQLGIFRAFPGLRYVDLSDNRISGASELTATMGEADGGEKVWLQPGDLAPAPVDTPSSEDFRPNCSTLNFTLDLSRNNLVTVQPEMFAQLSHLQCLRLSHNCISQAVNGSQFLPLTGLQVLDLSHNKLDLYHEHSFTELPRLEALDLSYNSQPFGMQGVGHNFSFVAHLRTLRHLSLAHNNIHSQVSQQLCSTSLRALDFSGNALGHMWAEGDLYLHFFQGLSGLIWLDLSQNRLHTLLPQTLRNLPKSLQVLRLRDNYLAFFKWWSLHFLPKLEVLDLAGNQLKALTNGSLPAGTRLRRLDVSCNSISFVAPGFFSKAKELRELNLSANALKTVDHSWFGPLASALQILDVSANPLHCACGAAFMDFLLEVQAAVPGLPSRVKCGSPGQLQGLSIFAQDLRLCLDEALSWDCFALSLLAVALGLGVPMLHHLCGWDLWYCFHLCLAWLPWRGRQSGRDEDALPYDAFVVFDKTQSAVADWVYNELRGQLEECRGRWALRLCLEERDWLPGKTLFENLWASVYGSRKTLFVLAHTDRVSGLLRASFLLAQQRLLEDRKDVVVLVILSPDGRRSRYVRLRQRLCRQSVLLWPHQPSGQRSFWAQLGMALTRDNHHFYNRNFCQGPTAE
NCOA3 inh = SRC3 coactivator transcriptional activity inhibitors, primary screen, cell-based, luminescence; inhibition, % at 3.6 µM; HEK293 GAL4-SRC3 luciferase reporter; actives 0.17% (n = 360,000); Nuclear receptor coactivator 3 (Homo sapiens), Q9Y6Q9;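 active = inhibition above a per-campaign cutoff, the mean of all compounds plus 3 SD, cut at about 60% in these data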;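 also: 0% = DMSO-treated cells and 100% = gossypol-treated cells at 36 µM; higher means less SRC3-driven luciferase light from the GAL4 reporter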
COUP-TFII inh = NR2F2 transcriptional activity inhibitors, primary screen, cell-based, luciferase reporter, HEK293T, luminescence. COUP transcription factor 2 (Homo sapiens), P24468. HEK293T NGFI-A luciferase reporter. inhibition, % at 8.6 µM. actives 0.7% (n = 370,000);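 active = inhibition above a per-plate cutoff, mean inhibition of test wells between control levels plus 3 SD, cut at about 38% in these data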;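 also: cells cotransfected with COUP-TFII expression vector driving the NGFI-A reporter; 0% = median of COUP-TF2 test wells and 100% = reporter-only cells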
NCOA2 inhibitor = inhibition of GAL4-SRC2 driven luciferase reporter, primary screen, SRC2 inhibitor project, cell-based, luminescence; Nuclear receptor coactivator 2 (Homo sapiens), Q15596; HEK293 GAL4-SRC2 luciferase reporter; inhibition, % at 9 µM; actives 0.17% (n = 370,000); AID 651957, 2012;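 active = inhibition above the mean inhibition of all tested compounds plus 3 SD, set per campaign, cut at about 52% in these data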;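 also: 0% = DMSO treated cells and 100% = cells given Gossypol at 36 µM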
NCOA1 inh = SRC1 coactivator transcriptional activity inhibitors, primary screen, cell-based, luminescence | Nuclear receptor coactivator 1 (Homo sapiens), Q15788 | HEK293 GAL4-SRC1 luciferase reporter | inhibition, % at 3.6 µM | actives 0.12% (n = 360,000);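 active = inhibition above the campaign mean plus 3 SD, with each screening campaign given its own cutoff, cut at about 60% in these data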;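 also: 0% = DMSO treated cells and 100% = gossypol at 36 µM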
LRH-1 inv ag = LRH-1 (NR5A2) inverse agonists, primary screen, cell-based, luminescence, HEK293T, StAR-luciferase reporter; Nuclear receptor subfamily 5 group A member 2 (Homo sapiens), O00482; LRH-1 transfected, 24 h; inhibition, % at 3.6 µM; actives 0.13% (n = 360,000);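 active = inhibition above the mean inhibition of all tested compounds plus 3 SD, cut at about 73% in these data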;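 also: 0% = DMSO wells and 100% = reporter-only cells lacking LRH-1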
ABHD5-PLIN5 inh = ABHD5-PLIN5 interaction inhibitors, primary screen, cell lysate, split luciferase complementation, luminescence. inhibition, % at 4 µM. Split G. princeps luciferase complementation, 4 h. AID 602281, 2012. Perilipin-5 (Homo sapiens) + 1-acylglycerol-3-phosphate O-acyltransferase ABHD5 (Homo …. actives 0.78% (n = 360,000);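 active = inhibition above the mean inhibition across every tested compound plus 3 SD, cut at about 22% in these data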;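 also: 0% = DMSO only wells and the 100% control is not disclosed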
MC4R antagonist = MC4R antagonists of cAMP signaling, primary screen, cell-based, TR-FRET, antagonist arm of biased-ligand search; MC4R-expressing cells, MTII-stimulated cAMP, LANCE TR-FRET; inhibition, % at 6.5 µM; actives 0.48% (n = 360,000); AID 540295, 2011;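 active = inhibition above its plate's cutoff, the mean of tested wells on that plate plus 3 SD, cut at about 29% in these data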;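 also: 0% = Melanotan II alone and 100% = Melanotan II plus saturating MCL0020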
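material = U2OS cells stably expressing human melanocortin 4 receptor (MC4R) | also added = Melanotan II challenge | dosing = single nominal compound dose of 6.5 µM | detection = TR-FRET with Eu-cAMP and labeled anti-cAMP, 671 nm | replication = singlicate | timing = compound 30 min, challenge 1 h, detection 1 h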
MC4R ag barr = MC4R agonists recruiting beta-arrestin, primary screen, cell-based, luminescence, agonist arm of biased-ligand search; activation, % at 8.9 µM; actives 0.98% (n = 360,000); AID 540308, 2011; U2OS MC4R beta-arrestin complementation; percent of melanotan II response, DMSO zero;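 active = activation above a per-plate cutoff, the mean activation of sample wells on that plate plus 3 SD, cut at about 8% in these data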
* marks the source's active call; other numbers are inactive results; . = not tested or not shown. These rows are one share of the data. The share of hits here may be higher or lower than overall.

SMILES	NOD2-RIPK2 inh	EBV LMP1 NFkB	TLR9-MyD88 inh	NCOA3 inh	COUP-TFII inh	NCOA2 inhibitor	NCOA1 inh	LRH-1 inv ag	ABHD5-PLIN5 inh	MC4R antagonist	MC4R ag barr
Cc1ccc(NC(=O)CSC2=Nc3ccccc3C3CC=NN23)c(C)c1 (stereo not given)	8	15	-9	-10	13	3	-6	16	-14	-3	-2.0
COc1cc(/C=N/NC(=O)c2ccncc2)ccc1OCC(=O)Nc1ccc(C)c(C)c1	4	-7	-13	-16	-1	-38	-8	-1	8	10	-3.0
CCN(Cc1ccccc1)S(=O)(=O)c1ccc(C(=O)N(CCCN(C)C)c2nc3c(C)c(C)ccc3s2)cc1	3	-4	-6	-9	-8	-22	-3	1	12	21	2.8
O=C(c1ccc(S(=O)(=O)N2CCC(c3nc4ccccc4[nH]3)CC2)cc1)N1CCOCC1	-15	-10	-6	6	17	-13	-27	10	3	-1	-0.9
Cc1nn(-c2ccccc2)c(C)c1NC(=O)COC(=O)CC(C)c1ccccc1 (stereo not given)	-4	-3	2	4	13	-15	-1	1	-1	-7	-0.6
CC(C)NC(=O)C(=O)NCCC1CCCCN1S(=O)(=O)c1cccs1 (stereo not given)	-16	4	-10	-6	-25	2	5	9	2	-4	-5.1
COc1ccc(-c2cc3nc4c(c(=O)n3[nH]2)CCC4)cc1	1	-16	4	-56	-5	-24	-82	-50	1	-1	-0.6
COc1ccccc1NC(=O)C1=C(C)Nc2nc(CCCO)nn2C1c1cccnc1 (stereo not given)	6	-5	8	17	3	-39	0	13	-6	1	-1.3
CCn1cc(S(=O)(=O)c2ccc(OC)cc2)c(=O)c2cc(F)c(N3CCN(C)CC3)cc21	7	6	4	16	7	-14	15	21	10	2	-0.8
C=CC[C@@H](CC(=O)N[C@@H](CO)Cc1ccccc1)C(=O)N[C@@H](COC(=O)[C@@H](CC=C)CC(=O)OC(C)(C)C)Cc1c[nH]c2ccccc12	8	8	-6	2	14	-9	12	-2	-16	9	15*
CC1(C(=O)Nc2ccc(Cl)c(C(F)(F)F)c2)Cc2c(-c3cccc(C(N)=O)c3)ccnc2O1 (stereo not given)	10	.	.	-10	6	11	10	-15	1	9	2.0
CC(=O)Nc1cccc(-c2ccnc3c2CC(C)(C(=O)NCCN(C)C)O3)c1 (stereo not given)	14	.	.	-2	-6	-20	-16	6	2	2	-1.5
O=C(CCCN1C(=O)/C(=C/c2cccs2)SC1=S)Nc1cccnc1	-9	10	-10	-1	4	-2	8	-11	9	-2	3.0
O=C(NC1CCCCC1)N1CCc2ccccc2C1	-9	-5	-2	-25	-46	-31	-30	-56	-3	5	2.3
O=C(NC1CCN(Cc2ccccc2)CC1)c1ccc(N2CC3CC(C2)c2cccc(=O)n2C3)c([N+](=O)[O-])c1 (stereo not given)	-1	-8	2	20	9	18	4	-14	-2	5	-2.0
Cc1cc(S(=O)(=O)Nc2cc(C)c(O)c(C)c2)c(C)s1	-8	-5	0	-6	-2	-9	7	11	3	-1	-1.1
COc1ccc(OC)c(NC(=O)c2cccc3c2C(=O)N(C2CCCCC2)C3)c1	-2	-5	3	11	-19	13	3	5	0	-1	-1.8
CCCn1c(SCC(=O)N(CC)c2c(N)n(Cc3ccccc3)c(=O)[nH]c2=O)nnc1-c1ccncc1	3	-4	-15	2	2	12	0	-27	4	11	4.1
O=S1(=O)CCOCCCN1Cc1ccccc1	-5	-4	-4	6	-3	-17	1	15	0	-3	-0.9
O=C(NNS(=O)(=O)c1ccc(F)cc1)c1cnccn1	-6	-1	-4	4	15	3	-3	0	-2	15	-0.3
CN(C)CCC(=O)c1cccc(Br)c1	-2	-2	-2	0	-3	2	-14	-13	-4	8	-4.4
COCCCn1cc(CN2CC(N3CCSCC3)CS2(=O)=O)nn1 (stereo not given)	-9	.	.	.	2	4	.	12	12	.	.
COCC(=O)N1CCN(c2nc3ccccc3o2)CC1	-7	2	-4	-2	-1	-22	-12	-21	1	-4	-1.4
COc1ccc(NC(=O)C(=O)NCCN2CCN(C(=O)c3ccc(C)cc3)CC2)cc1	-5	1	-17	-1	-1	-1	1	9	-3	8	0.4
Cc1cc(NC(=O)CSc2ncn(-c3ccccc3)n2)no1	3	-3	10	4	7	-28	-3	20	0	5	-1.2
O=C(CSc1nnc(CNC(=O)c2ccccc2F)o1)NCc1ccccc1	-4	-18	2	6	19	0	-9	-9	-5	1	0.1
O=C(CSc1ncn[nH]1)NCc1ccccc1	-6	-5	1	15	5	24	13	6	1	5	0.3
CN(C)/C=C(/C(=O)c1ccccc1)S(=O)(=O)c1ccc(Cl)cc1	11	15	-18	8	4	11	10	-15	-2	17	-1.8
COc1cccc(OC)c1OCCOc1ccccc1OC(C)C	7	5	0	28	-24	-29	-10	7	-3	15	0.4
CC(=O)NCC(=O)N1CCCC(C(=O)c2ccc3c4c(cccc24)CC3)C1 (stereo not given)	-6	1	-4	18	-11	33	22	4	4	-5	1.1
CCCS(=O)(=O)NC(=O)C1(C)CCN(C(=O)c2ccc3c(c2)OCO3)C1 (stereo not given)	3	.	.	-15	-11	-33	-24	-23	-5	1	-1.8
N#Cc1cnc2ncnn2c1-c1ccccc1	-9	-2	-1	2	12	-14	7	14	0	14	-1.2
CN1CCN(C(=S)NC(=O)/C=C/c2ccccc2Cl)CC1	-5	6	4	-1	-23	-17	-22	-9	0	0	-1.3
C=CCOC(=O)C1=C[C@H](c2ccc(Br)cc2)C[C@H](OCCCCO)O1	0	5	-4	-6	22	-6	-10	-29	1	15	2.4
O=C(Nc1sc2c(c1C(=O)O)CCC2)c1cccc(Cl)c1	3	-1	-6	9	4	-36	-43	-26	-4	7	-2.0
Cn1c(=O)c2cc(NC(=S)NC3CC3)ccc2n1Cc1ccc(F)cc1	-6	.	.	-1	3	20	-28	16	2	-5	1.6
CCc1cccc(OCCCCNCCOC)c1	-7	4	0	-1	0	3	2	-13	-1	-1	-1.6
O=C(O)Cn1c(P(=O)(O)c2ccccc2)nc2ccccc21	-1	-8	2	-1	4	2	-23	-8	-2	4	-1.9
COc1cccc(/C=C2\Oc3cc(OCC(=O)N4CCCC4)ccc3C2=O)c1OC	4	0	0	8	10	-8	-9	5	7	-6	-0.6
C=CCNC(=S)NC(=O)c1oc2ccccc2c1C	-7	-38	3	-40	-16	-47	-17	-28	2	2	-0.8
N/C(=N\OC(=O)c1cccnc1)c1ccccc1Cl	-6	-33	-2	-27	-9	-12	-31	-40	-2	2	-2.5
COc1ccc(CCC(=O)NC2=NCCS2)cc1OC	-1	-5	-4	3	-3	8	8	7	-6	19	1.0
COc1cc(Cl)ccc1OCc1cc(C(=O)N2CCN(c3ccccn3)CC2)no1	5	-2	1	15	16	-37	-13	-4	1	6	2.6
Cc1ccc(C(=O)C2=C(O)C(=O)N(Cc3ccco3)C2c2cccc(Br)c2)o1 (stereo not given)	-1	5	7	-3	-15	-1	4	-17	-9	19	-2.0
CCOC(=O)c1ccc(NC(=O)CSc2nc(=O)n3cccc(C)c3n2)cc1	-1	-4	-4	1	19	-18	-5	-11	-1	5	-1.3
CS(=O)(=O)C1=NSC2=NC(=O)/C(=C\c3ccc(OS(=O)(=O)c4ccccc4)cc3)C(=N)N21	10	2	5	1	-15	7	-37	19	-2	2	-1.5
O=C(COC(=O)c1cc(=O)[nH]c2ccccc12)c1cccs1	-2	-5	6	6	9	-36	-64	-4	3	-14	3.2
Cc1ccc(-n2nc3c(c2NC(=O)C2CC2)CS(=O)(=O)C3)cc1	-5	-20	-10	-10	12	4	12	-8	1	2	-1.6
COc1ccc(CCC(=O)NNC(=O)Nc2cc(Cl)ccc2C)cc1	-5	.	-7	-6	13	18	4	-14	-1	-5	-0.4
COc1ccc(F)cc1CN1CCN(C(=O)CCC(=O)Nc2nnc(CC(C)C)s2)CC1	-10	13	-4	-17	-16	-9	-2	7	13	1	-2.7
Further records:
SMILES	NOD2-RIPK2 inh	EBV LMP1 NFkB	TLR9-MyD88 inh	NCOA3 inh	COUP-TFII inh	NCOA2 inhibitor	NCOA1 inh	LRH-1 inv ag	ABHD5-PLIN5 inh	MC4R antagonist	MC4R ag barr
COc1cc(/C=N/NC(=S)NCc2ccco2)cc(OC)c1OC	-9	-17	2	-8	-5	16	-2	14	8	-1	0.2
CN(C)c1ccc(NC(=O)CSc2nnc(-c3cnccn3)n2C)cc1	-2	-4	-2	2	-4	5	6	10	0	13	0.2
COc1cc(CCC(=O)Nc2ccc(Br)c(C(F)(F)F)c2)cc(OC)c1OC	1	-1	-1	9	29	0	18	-2	3	7	-1.7
N/C(=N\OC(=O)C1CCCCC1)c1ccc(Cl)cc1	7	-29	-3	-6	4	4	-13	8	5	10	-2.4
CCN1C(=S)N[C@@H](CCc2ccccc2)C(C(=O)OC)=C1C	-4	3	-1	-1	2	-8	4	-6	-2	3	-1.0
Cn1cc(-c2coc3c(C(=O)Nc4ccccc4)cccc23)cn1	-26	.	.	-44	-14	-23	-37	-27	8	10	0.7
O=c1c2ccccc2nc2n1CCCCN2	-11	4	4	0	9	-2	1	3	-1	-1	-1.5
CCc1ccccc1NC(=O)CCNC(=O)Cn1ccc2ccccc2c1=O	-12	-5	0	-9	4	-8	-8	5	1	3	-1.7
CC(=O)c1ccc(NC(=S)NNC(=O)c2ccncc2)cc1	3	-10	-1	-7	-8	-11	-6	-58	-1	-1	-2.5
O=C(CN1CCC(O)(c2ccc3c(c2)OCO3)CC1)N1CCOCC1	1	3	-1	15	-4	-9	-6	-23	3	3	1.0
CCCNc1c(NS(=O)(=O)c2ccc(Br)cc2)c(=O)oc2ccccc12	-5	-1	5	1	28	12	9	-15	2	10	-0.4
CCCNS(=O)(=O)c1ccc(NC(=O)Cc2cccs2)cc1	8	13	3	-5	-21	-12	-8	-6	-17	0	-1.1
N#CCCn1ncn(-c2ccccc2)c1=S	0	8	7	10	8	-9	-2	19	9	0	-0.5

Source: PubChem BioAssay (several laboratories)
